# BCR signal inh – blocks chronic active B-cell receptor signaling; ABC-DLBCL IkBa-CBG/CBR reporter, luminescence ratio, 4 h; Potency, µM (series often up to 46.1 µM), for the others: at the highest dose ratio change, negative = lower green/red ratio, actives largely listed as inhibitors; 340,000 compounds, 0.05% hits; active = well fitted inhibition curve with a large enough effect in the signal ratio, with a control signal flat, not every such curve was filed as active; inconclusive = small, poorly fitted or top-dose-only effect, or effect the other way, or a change in a side signal; the % refers to the signal ratio;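 note: potency is the fitted concentration of half-maximal effect; plate controls were basal doxycycline-induced cells for no effect and cells given 10 µM MG132 for full effect; MG132 reads +100%, hits lower the ratio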
#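 Compounds up to 46 uM were incubated four hours with TMD8 cells whose green CBG68 luciferase is fused to IkappaBalpha; red CBR luminescence normalised the signal, and concentration-effect curves were fitted to fusion, red and ratio data.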
# A-T KAP1 phos – potential ataxia-telangiectasia treatments restoring KAP-1 phosphorylation | Potency, µM (top dose mostly 57.5 µM), without a hit: at the highest dose activation, hits mostly activators | […] A-T fibroblasts, KAP-1 phosphorylation AlphaLISA; neocarzinostatin DNA damage 30 min before lysis | 320,000 compounds, 0.19% hits; note: potency is the fitted concentration of half-maximal effect; % of control where 0% means no effect; nearly all actives have a fitted effect of over 45% in size
#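 hTERT-immortalized A-T patient fibroblasts ([…]), 500 cells/well in OPTI-MEM, 1% FBS, got compounds for 60 min, then NCS for 30 min at 37C. Lysates were then assayed for phospho-KAP-1 by AlphaLISA (anti-pKAP1 donor, anti-KAP1 acceptor beads), 6 hr at 25C.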
# ASM inhibitor – human S-ASM enzyme inhibition; 340,000 compounds, 0.006% hits; P17405; AID 504937; placental ASM, HMU-PC fluorogenic substrate, 60 min; Potency, µM (highest dose often 57.5 µM), for the others: at the top dose activity change, negative = inhibition, most hits filed as inhibitors; note: potency is the fitted concentration of half-maximal effect
#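 HMU-PC0 cleavage (9 uM final) by human placental ASM, 60 min at 37 °C following 10 min compound exposure at RT; stopped at pH 10, fluorescence Ex 386/Em 447 nm.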
# TCR activator – T cell receptor activation. Potency, µM (highest dose often 9.22 µM), inactives show top-dose activation of IL-2 secretion, usual class: activators. primary human leukocytes, anti-CD3, IL-2 HTRF, 48 h. 330,000 tested, under 10 active. AID 504894; note: % of control where 0% means no effect
#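 48 hr co-incubation of compounds, a-CD3 beads and primary human leukocytes; IL-2 quantified homogeneously by HTRF with anti-IL-2 K and d2 conjugates.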
# TSHR antagonist – blocks TSH signaling through the human TSH receptor | P16473 | TSHR-expressing cells, TSH-stimulated cAMP HTRF, 2 h; stronger effect = lower value | activity change, negative = inhibition, % at 11.5 µM | 330,000 compounds, 0.2% hits | AID 504810;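 active = activity change below a set negative limit, meaning inhibition stronger than a set level, cut at about -70% in these data; inconclusive = activity change between two set negative limits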; note: % is set by controls: 0 for no effect and ±100 for the full control effect
#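 TSHR-expressing cells were treated with compounds, then stimulated with TSH at EC80 (4nM final) for 2 hours at 37 deg C. Cellular cAMP was measured by HTRF competition between lysate cAMP and cAMP-d2 for a cryptate-labelled anti-cAMP antibody.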
# ELG1 repair inh – ELG1-dependent DNA repair inhibition; Potency, µM (highest dose often 46.1 µM), without a hit: at the top dose activity change, negative = inhibition, hits mostly inhibitors; 330,000 compounds, 2.3% hits; AID 504467; HEK293T ELG1-luciferase reporter, luminescence, 16 h; DNA damage induced by 5-fluorouridine; note: potency is the fitted concentration of half-maximal effect; % is set by controls: 0 for no effect and ±100 for the full control effect; nearly all actives have a fitted effect of over 55% in size
#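 5-Fluorouridine DNA damage + compound/DMSO, 2,000 cells/well, 16 h, 37 °C/5% CO2. ONE-Glo, 30 min RT, luminescence. Readout = decrease in reporter signal.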
# Eya2 phos inh – inhibitors of human Eya2 phosphatase activity; AID 488837; recombinant Eya2, OMFP fluorescence dephosphorylation (OMFP is methylfluorescein phosphate); 330,000 compounds, 0.006% hits; Potency, µM (series often up to 76.9 µM), for the others: at the top dose activity, negative = inhibition, actives largely listed as inhibitors; O00167; note: potency is the fitted concentration of half-maximal effect; % is set by controls: 0 for no effect and ±100 for the full control effect
# Target sequence (O00167 whole entry, looked up): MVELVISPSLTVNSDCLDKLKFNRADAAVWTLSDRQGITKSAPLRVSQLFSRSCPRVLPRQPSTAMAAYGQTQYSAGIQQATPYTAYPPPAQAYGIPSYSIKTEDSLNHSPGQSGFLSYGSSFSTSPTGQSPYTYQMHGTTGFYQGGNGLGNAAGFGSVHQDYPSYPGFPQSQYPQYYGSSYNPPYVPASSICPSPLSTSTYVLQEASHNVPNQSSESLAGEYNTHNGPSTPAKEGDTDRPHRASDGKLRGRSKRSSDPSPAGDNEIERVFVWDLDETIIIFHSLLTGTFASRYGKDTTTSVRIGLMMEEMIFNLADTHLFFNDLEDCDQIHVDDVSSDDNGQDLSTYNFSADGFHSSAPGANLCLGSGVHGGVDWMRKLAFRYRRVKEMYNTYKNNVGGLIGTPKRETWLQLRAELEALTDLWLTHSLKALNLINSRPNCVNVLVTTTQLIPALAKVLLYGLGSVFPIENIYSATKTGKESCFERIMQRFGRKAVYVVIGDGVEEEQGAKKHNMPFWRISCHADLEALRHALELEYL
#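 Eya2 protein (added as 0.2 uM solution) was preincubated with compound for 10 min at ambient temperature in 50 mM HEPES pH 7.5, 50 mM NaCl, 5 uM MgCl2, 0.05% BSA, 1 mM DTT. OMFP (added at 50 uM) then reacted 10 min; fluorescence read at 485/525 nm.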
# a7 integrin act – integrin-mediated muscular dystrophy alleviation activation; Potency, µM (titrated, usually from 38.3 µM), inactives show at the top dose activation, hits mostly activators; alpha7betagal myoblasts, beta-gal FDG fluorescence, 48 h; AID 624291; 350,000 compounds, 0.064% hits;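 note: potency is the fitted concentration of half-maximal effect; 100% = response of the positive control SU9516; nearly all actives have a fitted effect of over 60% in size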
#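 Alpha7betagal+/- myoblasts (passage 13) were plated 16-24 hr, then exposed to compounds (1:260 dilution of DMSO stock) for 48 hours at 37C. After MPER lysis, β-galactosidase reporter activity was read as FDG fluorescence (ex 480/em 540) after 30 minutes.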
# Tb PFK inh – T. brucei PFK enzyme inhibition; O15648; T. brucei PFK, ADP-Glo luminescence; Potency, µM (top dose mostly 57.5 µM), for inactives: top-dose activity, negative = inhibition, hits mostly inhibitors; 330,000 compounds, 0.17% hits; AID 485367;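 note: potency is the fitted concentration of half-maximal effect; 0% = uninhibited 1x PFK enzyme wells and -100% = no-enzyme wells; nearly all actives have a fitted effect of over 60% in size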
#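 Compounds were pin-transferred as a titration series up to 57 uM into substrate buffer (0.5 mM F6P, 0.1 mM ATP, pH 8.0), then 1.25 nM PFK was added and reactions ran 45 min before ADP-Glo detection.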
# TSG101-PTAP inh – blocks PTAP/TSG101 interaction to inhibit HIV-1 budding; Q99816; Fluorescence polarization, FITC-PTAP peptide / Tsg101 binding; Potency, µM (titrated, usually from 115 µM), for inactives: top-dose activity change, negative = inhibition, most hits filed as inhibitors; 340,000 tested, under 10 active; active = well fitted inhibition curve with a large enough effect in the main read-out, with a control signal flat, not every such curve was filed as active; inconclusive = small, poorly fitted or top-dose-only effect, or effect the other way, or a change in a side signal; inactive = no such curve, though single readings can be large or run the other way; note: potency is the fitted concentration of half-maximal effect; % of control where 0% means no effect
# Target sequence (Q99816 whole entry, looked up): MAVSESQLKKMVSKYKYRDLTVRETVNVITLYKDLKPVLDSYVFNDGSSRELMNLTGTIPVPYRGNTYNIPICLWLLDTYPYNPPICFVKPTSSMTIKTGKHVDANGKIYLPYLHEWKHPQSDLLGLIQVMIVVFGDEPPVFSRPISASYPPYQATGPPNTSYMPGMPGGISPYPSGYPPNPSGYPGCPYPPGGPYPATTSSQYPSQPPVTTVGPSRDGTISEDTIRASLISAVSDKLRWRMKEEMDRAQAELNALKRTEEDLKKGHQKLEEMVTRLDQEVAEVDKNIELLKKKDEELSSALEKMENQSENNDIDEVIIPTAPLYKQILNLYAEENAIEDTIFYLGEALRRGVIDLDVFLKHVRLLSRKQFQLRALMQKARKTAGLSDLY
#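 Tsg101 binding domain (10 uM final) was mixed with compound and a FITC-labeled PTAP peptide (50 nM final) in HEPES pH 7.5 buffer with NaCl, Tween 20, EDTA and TCEP; fluorescence polarization was read after 20 min at r.t.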
# Mito fusion yeast – inhibitors of mitochondrial division or activators of mitochondrial fusion; Potency, µM (doses to about 46.1 µM), for the others: top-dose growth rescue (activation), most hits filed as activators; AID 485298; 320,000 compounds, 0.23% hits; S. cerevisiae fusion-defective mutant growth rescue, CellTiterGlo 48 h;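 note: potency is the fitted concentration of half-maximal effect; % of control where 0% means no effect; nearly all actives have a fitted effect of over 45% in size; temperature-sensitive fusion mutants such as fzo1-1 at 37 °C on non-fermentable ethanol glycerol medium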
#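 Growth-rescue viability read-out: after 48 h at the non-permissive 37C in glycerol/ethanol YPEG, yeast mitochondrial fusion mutants are measured by CellTiterGlo luminescence; compounds (23 nl pinned per well) restoring growth score as division inhibitors or fusion activators.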
# Active calls of the source: *; u = inconclusive; x = not tested or not shown; [ ] = another dose, or the depositor's remark. Unless noted, calls come from the whole dose curve; as a rule, active = well fitted curve in the direction sought with a large enough effect; inconclusive = small, poorly fitted or top-dose-only effect, or another doubt; inactive = no such curve, though single readings can be large; an effect the other way counts as inactive or inconclusive.
1. CSCC(O)Cn1ncc2ccccc2c1=O (stereo not drawn)
2. O=C(OCC(=O)N1CCc2ccccc21)C1=COCCO1
3. COc1ccc(OCCCC(=O)NCCc2nc3ccccc3[nH]2)cc1
4. CCN(CC)c1ccc(/C=N/Nc2ccccc2)c(O)c1
5. CCC1C(=O)NCCN1C(=O)c1ccc(OC)c(OC2CCN(C(C)=O)CC2)c1 (stereo not drawn)
6. NC(=O)CC(NC(=O)c1ccccc1)c1ccc(NC2CCN(Cc3ccccc3)CC2)c([N+](=O)[O-])c1 (stereo not drawn)
7. CCOC(=O)N1CCN(Cc2cn[nH]c2-c2cccc3ccccc23)CC1
8. Cc1ccc2nc(SCC(=O)Nc3ccc4c(c3)OCCO4)nc(=O)n2c1
Compound,1,2,3,4,5,6,7,8
BCR signal inh,u,-22%,3%,u,0%,u,-9%,u
A-T KAP1 phos,-5%,4%,-3%,-6%,2%,4%,-1%,5%
ASM inhibitor,2%,-1%,3%,4%,5%,-1%,5%,1%
TCR activator,-3%,-8%[46.1 µM],5%,0%,-7%,-2%,0%,3%
TSHR antagonist,3,32,16,3,-5,2,14,21
ELG1 repair inh,u,u,15%,28%,17%,25%,-1%,0%
Eya2 phos inh,-4%,-6%,12%,15%,7%,1%,-17%,-6%
a7 integrin act,43%,19%,-26%,-12%[7.66 µM],19%,-14%,1%,3%
Tb PFK inh,-2%,0%,1%,-4%,-2%,1%,-1%,3%
TSG101-PTAP inh,-2%,-3%,0%,-5%,0%,1%,2%,1%
Mito fusion yeast,-1%,5%,-4%,-8%,2%,0%,2%,0%

9. Oc1ccccc1Nc1ccccn1
10. COc1ccc(C(=O)O)cc1S(=O)(=O)NCc1ccccn1
11. CCOc1ccc2ccccc2c1CNCCN1CCOCC1
12. CN(c1ccccc1C(=O)NCc1ccccc1Cl)S(=O)(=O)c1ccccc1
13. CCc1ccc(/C=C2\Oc3c(ccc(O)c3CN3CCN(C)CC3)C2=O)cc1
14. Cc1cc2ncn(/N=C/c3ccc([N+](=O)[O-])s3)c2cc1C
15. CCOC(=O)c1cc2cc(C)ccc2[nH]1
16. O=C(NC(=S)Nc1sc2c(c1C(=O)O)CCCC2)c1ccccc1
Compound,9,10,11,12,13,14,15,16
BCR signal inh,0%,2%,-7%,1%,-4%,u,u,u
A-T KAP1 phos,-25%,0%,-5%,-8%,9%,0%,0%,-6%
ASM inhibitor,1%,5%,2%,2%,5%,-3%,0%,0%
TCR activator,0%,3%,3%,-7%,4%,3%[46.1 µM],-10%,-3%
TSHR antagonist,-4,-3,1,-23,7,-8,8,-12
ELG1 repair inh,18%,11%,-19%,11%,u,4%,u,u
Eya2 phos inh,10%,12%,5%,-2%,5%,-13%,6%,0%
a7 integrin act,6%,0%,-11%,-13%,5%,-46%[inhibitor],4%,3%
Tb PFK inh,-1%,5%,-1%,0%,4%,0%,1%,4%
TSG101-PTAP inh,-2%,0%,0%,1%,-6%,3%,-5%,-6%
Mito fusion yeast,-4%,4%,-2%,-2%,-4%,2%,0%,-3%

17. COC(=O)C(NC(=O)CNS(=O)(=O)c1ccc(Br)cc1)c1ccccc1 (stereo not drawn)
18. CC1CC=C2C(C#N)=C(N)C(C#N)(C#N)C(c3cccs3)C2C1 (stereo not drawn)
19. CC1=C(C(=O)OCCOc2ccccc2)C(c2coc3ccccc3c2=O)C2=C(CCCC2=O)N1 (stereo not drawn)
20. COc1ccc(CC(=O)Nc2nnc(SCC(=O)NCc3ccco3)s2)cc1OC
21. CCCCOC(=O)C1=C(C)Nc2ncnn2C1c1cccc(OC)c1 (stereo not drawn)
22. Cc1ccccc1NC(=O)CNC(=O)Cc1cccc2ccccc12
23. CCOc1cc(/C=C2/C(=O)ON=C2C)ccc1OCc1ccccc1F
24. Cn1cccc1C(=O)OCC(=O)Nc1ccc2c(c1)OCCO2
Compound,17,18,19,20,21,22,23,24
BCR signal inh,u,-3%,-1%,0%,u,1%,-10%,u
A-T KAP1 phos,8%,-2%,-2%,-4%,2%,1%,8%,-17%
ASM inhibitor,1%,16%,22%,0%,235%[activator],0%,-2%,0%
TCR activator,-3%,4%,-3%,1%,0%,x,0%,-2%[46.1 µM]
TSHR antagonist,8,-41,7,0,-7,-1,14,2
ELG1 repair inh,-5%,-11%,3%,-1%,-5%,10%,u,u
Eya2 phos inh,9%,13%,2%,0%,3%,-12%,-8%,3%
a7 integrin act,-3%,-42%,6%,-5%,-32%,4%,-47%[inhibitor],-19%
Tb PFK inh,6%,-3%,1%,-2%,1%,-4%,0%,1%
TSG101-PTAP inh,1%,u,2%,-1%,-8%,-3%,-1%,-2%
Mito fusion yeast,6%,6%,2%,-2%,1%,-3%,-2%,x

25. O=C(CCl)N=c1sccn1Cc1ccccc1Cl
26. CCOc1ccccc1NC(C)C(=O)NC(=O)NC1CCCCC1 (stereo not drawn)
27. O=C(Nc1cc(Cl)ccc1-n1cncn1)c1cccs1
28. O=C(CSc1ccc(-c2ccc(Br)cc2)nn1)N1CCOCC1
29. O=C1NCCCc2nonc21
30. N=C1/C(=C\c2coc3ccccc3c2=O)C(=O)N=C2SC(c3ccncc3)=NN12
31. Cc1c(Br)c([N+](=O)[O-])nn1CC(=O)NCC1CCCO1 (stereo not drawn)
32. CC(C)c1nnc(SCC(=O)N2CCOCC2)n1C
Compound,25,26,27,28,29,30,31,32
BCR signal inh,u,-4%,10%,-8%,1%,u,-5%,-9%
A-T KAP1 phos,2%,-4%,0%,-3%,9%,-6%,2%,x
ASM inhibitor,-1%,4%,4%,-1%,3%,-3%,0%,1%
TCR activator,1%,0%,-18%,1%,x,7%,-4%,2%[46.1 µM]
TSHR antagonist,-3,-1,-3,-13,5,-45,4,-10
ELG1 repair inh,u,26%,24%,-25%,-3%,u,15%,3%
Eya2 phos inh,13%,-14%,14%,-9%,-5%,8%,0%,-6%
a7 integrin act,-71%[inhibitor],-16%,-5%,18%,7%,0%,-3%,6%
Tb PFK inh,-3%,3%,-1%,-2%,-2%,-4%,-8%,1%
TSG101-PTAP inh,-1%,-1%,-2%,2%,1%,u,0%,-3%
Mito fusion yeast,-4%,8%,11%,9%,0%,29%,-2%,-1%

33. NC(=O)CC[C@H](NC(=O)OCc1ccccc1)C(=O)OCc1ccc(Cl)cc1
34. O=C(CSc1nnc(-c2cccc(Br)c2)o1)N1CCNC1=O
35. COc1ccc(NC(=O)C2CCN(S(=O)(=O)c3c(C)noc3C)CC2)cc1Cl
36. CCOc1ccc(Nc2nc3cc(S(=O)(=O)CC)ccc3o2)cc1
37. COC(=O)[C@@H](NC(=O)NCc1cccs1)C(C)C
Compound,33,34,35,36,37
BCR signal inh,6%,-6%,-4%,u,12%
A-T KAP1 phos,x,-9%,4%,-1%,9%
ASM inhibitor,0%,1%,-3%,4%,3%
TCR activator,3%[46.1 µM],-104%,1%,5%,2%
TSHR antagonist,3,x,-8,-2,57
ELG1 repair inh,0%,u,-9%,16%,-1%
Eya2 phos inh,11%,-35%,2%,3%,14%
a7 integrin act,-10%,-19%,-19%,7%,11%[7.66 µM]
Tb PFK inh,10%,4%,-2%,-4%,-1%
TSG101-PTAP inh,-2%,-4%,-10%,-3%,-7%
Mito fusion yeast,-7%,x,0%,-12%,-3%

# Single records, as listed above. Order of screens: BCR signal inh	A-T KAP1 phos	ASM inhibitor	TCR activator	TSHR antagonist	ELG1 repair inh	Eya2 phos inh	a7 integrin act	Tb PFK inh	TSG101-PTAP inh	Mito fusion yeast
# `CC(C)c1nnc(SCC(=O)N2CCOCC2)n1C` is listed with -9%	x	1%	2%[46.1 µM]	-10	3%	-6%	6%	1%	-3%	-1%
# `CCC1C(=O)NCCN1C(=O)c1ccc(OC)c(OC2CCN(C(C)=O)CC2)c1` (stereo not drawn) is listed with 0%	2%	5%	-7%	-5	17%	7%	19%	-2%	0%	2%
